# Screens: PubChem, several laboratories
# Mac1 fbg enh: enhancers of CD11b/CD18 adhesion to fibrinogen, primary screen, K562 cells, luminescence; Integrin beta-2 (Homo sapiens) + Integrin alpha-M (Homo sapiens), P05107+P11215; ATPlite luminescence; activation, % at 10 µM; 93,000 compounds, 0.07% hits; AID 1499, 2009;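 active = 10 µM primary screen giving 50% or more activity, confirmed by 40% or more on retest at that dose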; also: strong numbers were not always called active
# Target sequence (P05107 whole entry, looked up, other chains not shown): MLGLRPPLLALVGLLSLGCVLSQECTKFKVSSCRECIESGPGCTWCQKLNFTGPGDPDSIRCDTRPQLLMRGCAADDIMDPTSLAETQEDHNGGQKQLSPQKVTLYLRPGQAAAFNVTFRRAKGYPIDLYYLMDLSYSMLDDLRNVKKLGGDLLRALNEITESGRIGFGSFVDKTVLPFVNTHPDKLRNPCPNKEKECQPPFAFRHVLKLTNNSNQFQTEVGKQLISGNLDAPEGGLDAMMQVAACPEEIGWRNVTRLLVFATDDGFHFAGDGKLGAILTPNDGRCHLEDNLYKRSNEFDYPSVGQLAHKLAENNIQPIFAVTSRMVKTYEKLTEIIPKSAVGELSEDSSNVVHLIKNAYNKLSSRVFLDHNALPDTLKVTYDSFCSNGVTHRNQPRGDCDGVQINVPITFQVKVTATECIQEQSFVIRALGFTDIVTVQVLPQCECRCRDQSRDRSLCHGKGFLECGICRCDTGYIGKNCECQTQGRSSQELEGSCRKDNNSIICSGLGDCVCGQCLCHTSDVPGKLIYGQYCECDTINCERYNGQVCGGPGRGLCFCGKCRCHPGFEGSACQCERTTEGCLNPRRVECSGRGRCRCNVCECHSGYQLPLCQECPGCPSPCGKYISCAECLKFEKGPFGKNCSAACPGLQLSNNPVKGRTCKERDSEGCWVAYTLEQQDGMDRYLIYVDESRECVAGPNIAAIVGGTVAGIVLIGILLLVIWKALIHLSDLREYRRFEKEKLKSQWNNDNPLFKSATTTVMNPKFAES
# ERa SRC1 pot: enhancers of ERα–SRC-1 coactivator binding, primary screen, biochemical, TR-FRET, ERα LBD, low estradiol | AID 639, 2007 | coactivator binding (% of control), % at 25.6 µM | 86,000 compounds, 1.3% hits | Estrogen receptor (Homo sapiens), P03372 | TR-FRET ERalpha-LBD/SRC-Cy5 coactivator binding, 2 h; 100 = basal binding, no effect; in the data active = activity above about 200%;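 also: binding measured in presence of low estradiol as agonist stimulus; 0% = peptide alone without receptor and 100% = receptor with peptide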
# ERb SRC1 inh: inhibitors of ERβ-SRC1 coactivator interaction, primary screen, biochemical, TR-FRET, ERβ LBD, SRC-1 peptide | TR-FRET ER-beta LBD / SRC1-Cy5 peptide binding; receptor agonist-loaded with 1 µM estradiol | 86,000 compounds, 1.3% hits | AID 633, 2007 | inhibition, % at 25.6 µM;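 active = compounds whose percent inhibition of the receptor-coactivator binding signal exceeds about 50% in the single-dose screen, limit read from the data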;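 also: 0% = receptor plus peptide wells without compound and 100% = peptide-only wells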
# HUVEC inhibit: inhibitors of HUVEC proliferation, primary screen, cell-based, 384-well. CellTiter-Glo luminescence, 72 h; stronger effect = lower value. viability, % at 10 µM (by protocol). 86,000 compounds, 1.1% hits. AID 648, 2007;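 active = viability at or below 30%; inactive = viability above 30%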;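 also: 100% = median luminescence of DMSO-only cell control wells on each plate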
# ERa SRC1 inh: ERα–SRC-1 coactivator interaction inhibitors, primary screen, biochemical, TR-FRET, ERα LBD, estradiol-bound. inhibition, % at 25.6 µM. 86,000 compounds, 1.7% hits. AID 629, 2007. Estrogen receptor (Homo sapiens), P03372. TR-FRET ER-alpha LBD / SRC-1 peptide; in the data active = inhibition above about 50%;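 also: 0% = receptor plus peptide control and 100% = peptide only without receptor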
# H69AR inhibit: proliferation blockers of H69AR lung cancer cells, primary screen, cell-based, human, 86K library | AID 598, 2007 | viability, % at 10 µM | 85,000 compounds, 6% hits | H69AR lung tumor viability, ATP luminescence, 72 h; stronger effect = lower value;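 active = viability at or below 40%; inactive = viability above 40%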;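 also: multidrug resistant small cell line overexpressing MRP-1 efflux transporter; 100% = mean luminescence of untreated control wells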
# MT1-MMP txn act: MT1-MMP promoter reporter activation – cell-based, luciferase luminescence, primary screen. HT1080 MT1-MMP promoter luciferase reporter, overnight; stronger effect = higher value. activation factor at 10 µM. 86,000 compounds, 0.16% hits;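 active = activation factor of at least 2 for MT1-MMP transcription at 10 µM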
# Fibroblast inh: antiproliferative effect on LL 47 fibroblasts – human, LL 47 cells, CellTiter-Glo luminescence, primary screen. 85,000 compounds, 1.1% hits. viability, % at 10 µM. LL 47 human lung fibroblast viability, ATP luminescence; stronger effect = lower value;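 active = viability at or below 50% in the single dose screen; inactive = viability above 50%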;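 also: compound exposure lasted 72 h before the ATP readout; 100% = median luminescence of untreated cell-only wells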
#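 Benchmarks: Cell-only wells, no compound | Test system: LL 47 human lung fibroblasts, passage 12 or lower | Input: 1,150 cells/well | Measured by: CellTiter-Glo luminescence measuring cellular ATP | Medium: IMEM, 15% FBS supplement | Schedule: Overnight attachment after seeding, then 72 h compound exposure at 37 °C | Doses: Compound addition at 0.1% DMSO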
# Smad3 inh: Smad3/FoxH1 peptide binding inhibitors, primary screen, biochemical, TR-FRET; 88,000 compounds, 0.29% hits; inhibition, % at 25 µM; AID 630, 2007; TR-FRET Smad3/Dy647-FoxH1 peptide binding, europium anti-His; Mothers against decapentaplegic homolog 3 (Homo sapiens), P84022;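 active = compounds that reduce the energy-transfer binding signal between the protein and its labelled peptide by more than half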;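 also: 0% = Smad3 plus labelled peptide maximal FRET and 100% = peptide-only background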
# * = called active by the depositor; . = no result given; [ ] = remark or other dose. This is a subset; count on the stated rates, not on these rows.
SMILES,Mac1 fbg enh,ERa SRC1 pot,ERb SRC1 inh,HUVEC inhibit,ERa SRC1 inh,H69AR inhibit,MT1-MMP txn act,Fibroblast inh,Smad3 inh
COCc1nnc(SCC(=O)Nc2cccc(Cl)c2C)n1-c1ccccc1,-4,103,-6,102,3,91,1.1,96,6
Cc1cc(C(=O)N2CCN(c3ncccn3)CC2)cs1,-1,98,-5,97,-7,88,1.2,101,9
CCOC(=O)C1=C(C)N(C)C(C)=C(C(=O)OCC)C1c1cccnc1,0,112[fluorescence artefact?],-30,101,-23,79,1.3,100,-1
N#CC(c1ccc(Cl)cc1)c1ccc(Cl)nn1 (centres undefined),5,99,0[fluorescence artefact?],92,2[fluorescence artefact?],103,1.1,107,-5
O=C(Nc1nnc(C2CC2)s1)C1Cc2ccccc2CN1S(=O)(=O)c1cccs1 (centres undefined),65,98[fluorescence artefact?],41,90,20,67,1.4,85,-19
COc1ccc(OC)c(C2=NO[C@@H]3C(=O)N(c4cc(Cl)ccc4OC)C(=O)[C@H]23)c1,4,115,0,98,-18,90,1.1,101,8
CCCC(=O)Nc1ccc(NC(=O)C2CC2)cn1,2,108,3,119,-4,98,1.1,102,4
COCCNC(=O)C(C)N(c1ccc(Oc2ccccc2)cc1)S(C)(=O)=O (centres undefined),-6,95,-5,111,-11,97,1.2,96,7
COc1ccc(C2C=C(c3ccc(Br)cc3)Nc3nc(N4C(=O)CCC4=O)nn32)cc1 (centres undefined),-5,115[fluorescence artefact?],13,83,15[fluorescence artefact?],89,1,95,5
CN1CCN(c2nc3c(c(=O)[nH]c(=O)n3C)n2CCSc2nc3ccccc3s2)CC1,.,132,-8,95,-1,101,1.1,98,4
CCOC(=O)C12CNC(=O)C(C(=O)OCC)(CNC1=O)C2,-2,102,-5,99,1,99,1.2,95,10
CCOC(=O)c1cnc(SCC(=O)Nc2ccc(NC(C)=O)c(OC)c2)nc1N,-3,74,-11,92,-14,91,1.2,98,4
COc1ccc(Cn2nnnc2C(c2cc(OC)ccc2OC)N2CCC(C(N)=O)CC2)cc1 (centres undefined),-2,114,-2[fluorescence artefact?],92,2,99,1,91,3
COc1ccc(Cl)cc1NC(=O)Nn1cnnc1,-4,100,-10,93,-1,107,1.1,100,6
O=C(NC1CCCC1)C(c1cccs1)N(Cc1ccco1)C(=O)Cn1nnc(-c2cccs2)n1 (centres undefined),0,118,-5,93,-10,89,1.1,97,4
COc1ccccc1-c1c(C)oc2c(CN3CCN(C)CC3)c(O)ccc2c1=O,.,132,-9,102,-3,89,1.2,95,-8
O=C(O)c1ccc(C2SCC(=O)N2Cc2ccccc2)cc1 (centres undefined),.,99,13,102,26,88,1.2,108,-6
COc1cccc(-c2nc(NC(C)(C)C)c3ccccc3n2)c1O,2,103[fluorescence artefact?],4,67,-5,33*,1.3,80,-6
CC(C)OC(=O)C(C)Oc1ccc(C(=O)NCCc2ccccc2)cc1 (centres undefined),6,109,-1,89,10,96,1.3,97,5
CC1=NC(=O)C(N=Nc2cccc(C(=O)O)c2)N1c1ccccc1 (centres undefined),-2,98[fluorescence artefact?],9,88,1,89,.,109,5
COc1cccc(-c2nc(CS(=O)(=O)CC(=O)Nc3cc(C)ccc3C)c(C)o2)c1,5,214*[fluorescence artefact?],12[fluorescence artefact?],95,16[fluorescence artefact?],20*,1.1,103,-6[fluorescence artefact?]
Cc1c(OC(=O)CNC(=O)OC(C)(C)C)ccc2c3c(c(=O)oc12)CCC3,5,122,2,86,4,82,0.9,102,13
Cc1ccccc1-n1c(=O)cc(NCC2CCCO2)[nH]c1=O (centres undefined),.,108[fluorescence artefact?],-17,98,-40,90,1,97,-2
O=c1[nH]nc(Cc2ccc(Cl)cc2)c2ccccc12,.,95,3[fluorescence artefact?],105,29,98,1,95,-22
O=C1Nc2cc3c(cc2Sc2ccccc21)OCCO3,-6,234*[fluorescence artefact?],8[fluorescence artefact?],92,8[fluorescence artefact?],86,1.2,94,-2
COc1ccc2c(c1OC)C(=O)N(c1ncn[nH]1)C2,-1,99,17,90,7,98,1,100,5
Brc1ccc(OCCn2ccnc2)cc1,-4,101,0[fluorescence artefact?],87,4[fluorescence artefact?],109,1,101,1
CCOc1ccc(NC(=O)c2ccccc2CO)cc1,2,119,-4,100,1[fluorescence artefact?],97,1.6,103,4
CCOc1ccc(C(=O)NCCc2ccccc2)cc1,-4,107,2[fluorescence artefact?],.,1,.,.,.,5
CCOC(=O)c1c(COC(=O)c2ccco2)nc2ccccc2[n+]1[O-],-1,84[fluorescence artefact?],4,99,-11,96,1.1,99,1
O=C1C=C(Nc2ccccc2O)c2ccccc2C1=O,.,113[fluorescence artefact?],-10[fluorescence artefact?],4.7*,-9[fluorescence artefact?],7.9*,1,13*,14
O=C(CC1c2ccccc2Oc2ccccc21)N1CCN(c2ccccn2)CC1,.,119,2[fluorescence artefact?],97,9,38*,1.1,110,0
O=C(NCC1CCCO1)c1ccccc1-c1nc(-c2ccc(F)cc2)no1 (centres undefined),0,127,-13,92,-10,101,1.1,100,3
CC1(C)CC2CC(C)(CN2C(=O)c2cccs2)C1 (centres undefined),2,100,5,84,18,96,0.9,95,-3
CCN(CC)c1ccc(-c2nn3c(-c4ccccc4OC)nnc3s2)cc1,-11,366*,15[fluorescence artefact?],12*,3[fluorescence artefact?],12*,0.6,38*,-8
CCC(=O)Nc1nnc(-c2ccc(OC)cc2)o1,2,117,10[fluorescence artefact?],100,1,82,1.1,96,-2
O=CNc1ccccc1Oc1ccccc1,-2,108,2[fluorescence artefact?],96,3[fluorescence artefact?],87,1.1,101,3
COc1ccc(S(=O)(=O)N(Cc2ccccc2)Cc2nc(-c3ccccc3)no2)cc1,.,95[fluorescence artefact?],-4,88,-7,88,1.1,99,-1
CN(C(=O)CCN1C(=O)c2ccccc2C1=O)C1CCCCC1,-1,112,2,101,-5,95,1.2,101,-10
OCCN1CCN(c2ncnc3nc[nH]c23)CC1,-1,107,2,103,-10,82,.,101,-8

# Next part, starting with the last two of the part before.
SMILES,Mac1 fbg enh,ERa SRC1 pot,ERb SRC1 inh,HUVEC inhibit,ERa SRC1 inh,H69AR inhibit,MT1-MMP txn act,Fibroblast inh,Smad3 inh
CN(C(=O)CCN1C(=O)c2ccccc2C1=O)C1CCCCC1,-1,112,2,101,-5,95,1.2,101,-10
OCCN1CCN(c2ncnc3nc[nH]c23)CC1,-1,107,2,103,-10,82,.,101,-8
O=C(CSc1ncnc2sc3c(c12)CCCC3)c1ccco1,0,102,24[fluorescence artefact?],92,14,91,1.3,102,8
Cc1ccc2c(c1)N(CC(=O)NCCc1c[nH]c3ccccc13)C(=O)CO2,-5,105,7,76,-4,91,1.2,89,7
Cc1ccc(C(=O)C(C(=O)/C=C/c2ccccc2)=C2SCCCS2)cc1,.,121,-6,23*,-6,2.3*,0.8,32*,4
CCOC(=O)N1CCN(C(=O)c2ccc3nc4cc(Cl)ccc4c(=O)n3c2)CC1,.,103,-8,101,-3,90,1,102,-2
O=C(CN1C(=O)c2ccccc2S1(=O)=O)NCCSCc1ccco1,-1,104,0[fluorescence artefact?],101,5[fluorescence artefact?],93,1.4,107,-2
Cc1ccc(NC(=O)Cc2cn3ccsc3n2)nc1,0,113[fluorescence artefact?],-8,88,-7,105,1.2,99,3
CN1C(=O)c2ccccc2N(C)C1c1ccc2c(c1)OCO2 (centres undefined),0,111,0,102,2,103,1.2,102,-1
Cc1cc(Nc2ccc(Cl)cc2)n(-c2ccccc2)n1,-2,66,-8,83,-5,95,.,54,6
CCOc1ccccc1CN(CCc1ccc2c(c1)OCO2)Cc1ccccn1,19,79,-1,100,1,53,1,83,4
CC(C)CC(OC(=O)c1ccco1)C(=O)NCC1CCCO1 (centres undefined),-2,95[fluorescence artefact?],2,103,1[fluorescence artefact?],103,1,97,11[fluorescence artefact?]
Cc1cc(C)n(-c2c(F)c(F)c(COC(=O)c3ccccc3)c(F)c2F)n1,4,90,-23,106,-4,102,1.1,102,-1
Cc1ccc(-n2c(O)c(C=NC3CCS(=O)(=O)C3)c3ccccc3c2=O)cc1 (centres undefined),.,109,-6,82,-3,92,0.9,92,20
c1cc(-c2noc(CC3CCCCC3)n2)ccn1,-2,74,6,103,0,98,1.3,84,-5
COc1ccc(-c2cn3c(C)c(C(=O)NCCN4CCOCC4)sc3n2)cc1,.,109,1,94,-1,73,1.3,95,3
COCCCNC(=O)c1cccc(OC)c1OC,-2,96,-11,97,-4,95,1,98,4

# Of the compounds above, these have a halogen.
SMILES,Mac1 fbg enh,ERa SRC1 pot,ERb SRC1 inh,HUVEC inhibit,ERa SRC1 inh,H69AR inhibit,MT1-MMP txn act,Fibroblast inh,Smad3 inh
COCc1nnc(SCC(=O)Nc2cccc(Cl)c2C)n1-c1ccccc1,-4,103,-6,102,3,91,1.1,96,6
N#CC(c1ccc(Cl)cc1)c1ccc(Cl)nn1 (centres undefined),5,99,0[fluorescence artefact?],92,2[fluorescence artefact?],103,1.1,107,-5
COc1ccc(OC)c(C2=NO[C@@H]3C(=O)N(c4cc(Cl)ccc4OC)C(=O)[C@H]23)c1,4,115,0,98,-18,90,1.1,101,8
COc1ccc(C2C=C(c3ccc(Br)cc3)Nc3nc(N4C(=O)CCC4=O)nn32)cc1 (centres undefined),-5,115[fluorescence artefact?],13,83,15[fluorescence artefact?],89,1,95,5
COc1ccc(Cl)cc1NC(=O)Nn1cnnc1,-4,100,-10,93,-1,107,1.1,100,6
O=c1[nH]nc(Cc2ccc(Cl)cc2)c2ccccc12,.,95,3[fluorescence artefact?],105,29,98,1,95,-22
Brc1ccc(OCCn2ccnc2)cc1,-4,101,0[fluorescence artefact?],87,4[fluorescence artefact?],109,1,101,1
O=C(NCC1CCCO1)c1ccccc1-c1nc(-c2ccc(F)cc2)no1 (centres undefined),0,127,-13,92,-10,101,1.1,100,3
CCOC(=O)N1CCN(C(=O)c2ccc3nc4cc(Cl)ccc4c(=O)n3c2)CC1,.,103,-8,101,-3,90,1,102,-2
Cc1cc(Nc2ccc(Cl)cc2)n(-c2ccccc2)n1,-2,66,-8,83,-5,95,.,54,6
Cc1cc(C)n(-c2c(F)c(F)c(COC(=O)c3ccccc3)c(F)c2F)n1,4,90,-23,106,-4,102,1.1,102,-1
